EP2 mod = modulates human prostaglandin E2 receptor EP2 signaling; P43116; 0.83% of 260,000 active; EP2-expressing cells, cAMP HTRF FRET, PGE2 co-stimulation; induction, % at 25 µM;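 active = compounds whose cAMP rise, as percent of the full-agonist control response, exceeds 60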;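 also: rat C6 glioma line stably carrying human EP2 under a CMV promoter; the protocol text gives 20 µM as final concentration; 100% = response of wells given 1 µM PGE2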
Target sequence (P43116 whole entry, looked up): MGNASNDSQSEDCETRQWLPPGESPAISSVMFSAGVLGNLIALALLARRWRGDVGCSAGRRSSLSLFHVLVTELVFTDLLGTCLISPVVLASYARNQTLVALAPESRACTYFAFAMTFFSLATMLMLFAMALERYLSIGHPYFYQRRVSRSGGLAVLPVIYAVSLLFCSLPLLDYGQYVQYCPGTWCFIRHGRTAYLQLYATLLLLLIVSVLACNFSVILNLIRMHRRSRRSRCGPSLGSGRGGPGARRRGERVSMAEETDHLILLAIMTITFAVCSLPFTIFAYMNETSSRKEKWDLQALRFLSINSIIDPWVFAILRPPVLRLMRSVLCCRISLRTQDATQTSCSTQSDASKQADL
* hit, by the source's call; & = joins results of further samples. A portion of the library; the hit share may differ from the screen's.

EP2 mod | SMILES
-58 | COc1ccc(C(O)CN2CCC3(CC2)CC(O)c2cc(Cl)c(C)cc2O3)cc1 (stereo unspecified)
-10 | O=C(C1CC1)N1CCCc2cc(C(O)CN3CCC(C(F)(F)F)CC3)ccc21 (stereo unspecified)
3 | COc1ccc(C2NC(=O)NC(C)=C2C(=O)Nc2ccc(F)cc2)cc1OC (stereo unspecified)
9 | CS(=O)(=O)N(CC(=O)N1CCOCC1)c1ccc(Cl)cc1Cl
-45 | Cc1cc(C)nc(SCc2ccc(C(=O)Nc3nccs3)cc2)n1
52 | Cc1ccc(OCC(=O)Nc2ccccc2SCC(=O)N2c3ccccc3CC2C)cc1 (stereo unspecified)
-16 | Cc1cc(C)c(NC(=O)C2CCCN(S(=O)(=O)c3ccc(-n4cnnn4)cc3)C2)c(C)c1 (stereo unspecified)
-42 | CC1CN(C)CCC1CCc1ccc(NC(=O)c2ccc(=O)[nH]n2)cc1 (stereo unspecified)
-1 | CC(C)NC(=O)c1ccc2c(c1)N(CC#N)C(=O)C(C)(C)O2
-30 | C=CCn1c(N2CCC(C(=O)Nc3ccc(N4CCOCC4)cc3)CC2)nc2ccccc21
-103 | CC(Sc1nc(-c2ccccc2)cc(C(F)(F)F)n1)C(=O)NN1CCCCC1 (stereo unspecified)
-35 | COc1ccc(S(=O)(=O)Nc2cccnc2)c(C)c1C
-24 | Cc1ccccc1NC(=O)CSc1nnc2c(n1)[nH]c1ccccc12
12 | CN(C)CCc1c[nH]c2ccc(CS(=O)(=O)N3CCCC3)cc12
-60 | CCOCCCNC(=S)N(Cc1cc2cc(CC)ccc2[nH]c1=O)C1CCCCC1
-28 | COc1ccc(NC(=O)C2CCN(c3nc4ccccc4n3C)CC2)cc1
-79 | COc1cc(/C=C\c2[nH]c(=O)[nH]c(=O)c2[N+](=O)[O-])ccc1OCc1ccc(C)cc1
20 | O=C(NC1CCCC1)C(c1cccs1)N(C(=O)Cc1cccs1)c1ccc(F)cc1 (stereo unspecified)
-24 | CCCNC(=O)CSc1nnc2c(n1)[nH]c1ccc(C(C)C)cc12
-7 | Cc1ccc(Cl)cc1NC(=O)CN1CCOCC1
-32 | CC1Cc2ccccc2CNC12CCCCC2 (stereo unspecified)
14 | CCCn1c(SC)nc2c1c(=O)[nH]c(=O)n2C
6 | COc1cccc(CN2CCN(C(=O)C3CCCO3)[C@@H](C)C2)c1 (stereo partly specified)
-13 | Cc1occc1-c1nnc(SCC(N)=O)n1Cc1ccco1
2 | CCn1c2cc(C)sc2c2cnn(CC(=O)NC(C)C)c(=O)c21
-38 | COc1cccc(CN2CCN(C(=O)c3ccc4ncccc4c3)[C@@H](C)C2)c1
5 | CC(=O)c1cccc(NC(=O)c2oc3ccccc3c2C)c1
-61 | Cc1cccc(C2(O)CCN(C(=O)COc3ccc4nsnc4c3)CC2)c1
18 | Cn1nc(C(C)(C)C)cc1C(=O)N1CCc2c(nc[nH]c2=O)C1
24 | O=C(O)[C@H](Cc1ccccc1)N1C(=O)c2ccccc2C1=O

Some of the entries so far, in markdown.
| mol | EP2 mod |
| --- | --- |
| Cc1ccccc1NC(=O)CSc1nnc2c(n1)[nH]c1ccccc12 | -24 |
| CN(C)CCc1c[nH]c2ccc(CS(=O)(=O)N3CCCC3)cc12 | 12 |
| CCOCCCNC(=S)N(Cc1cc2cc(CC)ccc2[nH]c1=O)C1CCCCC1 | -60 |
| COc1ccc(NC(=O)C2CCN(c3nc4ccccc4n3C)CC2)cc1 | -28 |
| COc1cc(/C=C\c2[nH]c(=O)[nH]c(=O)c2[N+](=O)[O-])ccc1OCc1ccc(C)cc1 | -79 |
| O=C(NC1CCCC1)C(c1cccs1)N(C(=O)Cc1cccs1)c1ccc(F)cc1 (stereo unspecified) | 20 |
| CCCNC(=O)CSc1nnc2c(n1)[nH]c1ccc(C(C)C)cc12 | -24 |
| Cc1ccc(Cl)cc1NC(=O)CN1CCOCC1 | -7 |
| CC1Cc2ccccc2CNC12CCCCC2 (stereo unspecified) | -32 |
| CCCn1c(SC)nc2c1c(=O)[nH]c(=O)n2C | 14 |
| COc1cccc(CN2CCN(C(=O)C3CCCO3)[C@@H](C)C2)c1 (stereo partly specified) | 6 |
| Cc1occc1-c1nnc(SCC(N)=O)n1Cc1ccco1 | -13 |
| CCn1c2cc(C)sc2c2cnn(CC(=O)NC(C)C)c(=O)c21 | 2 |
| COc1cccc(CN2CCN(C(=O)c3ccc4ncccc4c3)[C@@H](C)C2)c1 | -38 |
| CC(=O)c1cccc(NC(=O)c2oc3ccccc3c2C)c1 | 5 |
| Cc1cccc(C2(O)CCN(C(=O)COc3ccc4nsnc4c3)CC2)c1 | -61 |
| Cn1nc(C(C)(C)C)cc1C(=O)N1CCc2c(nc[nH]c2=O)C1 | 18 |
| O=C(O)[C@H](Cc1ccccc1)N1C(=O)c2ccccc2C1=O | 24 |

Other results follow:
EP2 mod | SMILES
15 | CCOC(=O)c1cc2c(=O)n3ccccc3nc2n(Cc2ccc(C)cc2)c1=N
26 | Oc1cccnc1CN1CCCCC1
-61 | CCn1c(C)cc2cc(NC(=O)c3c(-c4ccncc4)noc3C)ccc21
-24 | CC1CCCCN1C(=O)Cn1c(=O)n(Cc2cccs2)c2ncccc21 (stereo unspecified)
-1 | CCc1nccn1CCC(=O)N1CCC2(CC1)NC(=O)c1cccnc1N2CC
-31 | CCCNS(=O)(=O)c1ccc(OCC(=O)N2CCc3ccccc3C2)cc1
-25 | O=C(COc1ccc(S(=O)(=O)NC2CCCCC2)cc1)N1CCCC1
-54 | CC1CCN(S(=O)(=O)c2ccc(S(=O)(=O)NC3CCCC3)cc2)CC1
-43 | O=C(Cc1c[nH]c2ccccc12)N1C2CCC1CC(c1ccc(F)cc1)C2 (stereo unspecified)
-5 | COc1ccc(CNC(=O)COc2ccc(S(=O)(=O)N3CCCC3)cc2)cc1
33 | COc1ccc(-c2ccc(=O)n(CC3CCN(C(=O)C(C)(C)C)CC3)n2)cc1OC
-6 | CC1CCN(C(=O)C2CCCN(S(=O)(=O)c3ccc(Cl)cc3)C2)CC1 (stereo unspecified)
-59 | COCCCNc1nc(-c2cccc(Cl)c2)nc2ccccc12
27 | O=C(O)c1cc(C(=O)C(=O)c2cc(C(=O)O)c(O)c3ccccc23)c2ccccc2c1O
0 | CC1CCCN(C(=O)C2CCN(CC3CCCCC3)CC2)C1 (stereo unspecified)
28 | Cc1ccc2c(c1)cc(CN(Cc1ccc3c(c1)OCO3)C(=O)c1cccs1)c1nnnn12
39 | O=C(Nc1cccc(F)c1)c1c(O)c2c([nH]c1=O)CCCC2
9 | CC(C)C(=O)N1CCC(c2nc(-c3ccccc3Cl)no2)CC1
10 | C=CCN1CCN(C(CCC)c2nnnn2C2CCCCC2)CC1 (stereo unspecified)
-70 | O=C1NN(c2ccc(Br)cc2)C(=O)/C1=C/c1cccs1
48 | CC[C@H](Cn1nc(-c2cccs2)ccc1=O)NC(=O)CCn1cnc2ccccc21
-41 | OC1(c2cccnc2)CCN(CCN2CCCCC2)CC1
0 | Cc1cccc(NC(=O)C(=O)NCCN2CCOCC2)c1C
-109 | O=C(CSc1nnc(CNc2ccc(F)cc2)o1)Nc1ccc(Br)cc1
-75 | Cc1cc(S(=O)(=O)N(Cc2ccco2)Cc2ccccc2Cl)ccc1-n1cnnn1
-43 | CC[C@H](Cn1ncc2ccccc2c1=O)NC(=O)Cc1ccccc1OC
-101 | COc1ccc(-c2ncc(CNC3(c4ccccc4F)CCCC3)cn2)cc1
-3 | COc1ccc(-n2nnnc2SCC(=O)NNC(=O)c2ccc(Cl)cc2)cc1
7 | Cc1cccc2cc(CN(C(=O)c3cnccn3)C3CCCC3)c(=O)[nH]c12
-69 | CCCN(Cc1cc2cc(OC)ccc2[nH]c1=O)C(=O)c1ccccc1
-56 | COc1ccc(S(=O)(=O)N2CCC(C(=O)Nc3ccc(F)cc3)CC2)cc1OC
-2 | COc1cccc(C(c2nnnn2C(C)(C)C)N2CCN(C)CC2)c1OC (stereo unspecified)
-29 | CCn1cc(C(=O)NCCc2ccc(OC)c(OC)c2)c(=O)c2ccc(C)nc21
5 | Cc1cc(C)c(S(=O)(=O)N(C)CC(=O)NCc2cccnc2)c(C)c1
25 | CCOC(=O)c1c(NC(=O)CSc2nc3c(c(=O)n(C)c(=O)n3C)n2CC)sc(C)c1C
-28 | CC(C)c1cc(C(=O)NCCc2nc(-c3ccncc3)n[nH]2)n[nH]1
8 | C=C(C)Cn1c(N2CCCC(C)C2)nc2c1c(=O)[nH]c(=O)n2C (stereo unspecified)
-23 | CCCNC(=O)C1CC(c2ccc(Cl)cc2)=NO1 (stereo unspecified)
12 | COc1cccc(CN(Cc2cccnc2)C2CC(C)(C)NC(C)(C)C2)c1O
6 | COc1ccc(C(=O)OCC#CCSc2nnc(-c3ccncc3)o2)cc1
-92 | O=C(CSc1ccc(-c2nc3ccccc3[nH]2)cn1)Nc1cccc(F)c1
-18 | Cc1ccc2cc(CN(CCCO)C(=S)NC3CCCCC3)c(=O)[nH]c2c1C
3 | CCn1c(CNc2ccc(C)cc2)nnc1SCC(=O)Nc1cc(Cl)ccc1OC
0 | Cc1cc(-c2cnc(C)nc2C2CCN(C(=O)CCn3nc(C)cc3C)CC2)on1
-3 | O=C(Nc1ccc(N2CCN(C(=O)c3cccs3)CC2)cc1)c1ccc(F)cc1
-37 | O=c1[nH]ncc(NCCN2CCOCC2)c1Cl
-12 | COCCn1c(SCC(=O)Nc2c(C)cccc2C)nc2sc(C)c(C)c2c1=O
-49 | COc1ccc(S(=O)(=O)N2CCCC(C(=O)Nc3cc(C)cc(C)c3)C2)cc1Cl (stereo unspecified)
-32 | CC(C)(C)C(=O)Nc1nnc(SCC(=O)Nc2ccc(F)cc2)s1
-18 | COc1ccc(N2CCN(C(=O)CN(c3cccc(OC)c3)S(C)(=O)=O)CC2)cc1
-4 | COc1cc(C(=O)OC(C)CN2C(C)CCCC2C)cc(OC)c1OC (stereo unspecified)
-19 | COc1ccc2cc(CN(C(=O)c3cccnc3)C3CCCC3)c(=O)[nH]c2c1
-44 | Oc1ccc(-c2nc3cnccn3c2NCc2ccco2)c(O)c1
-52 | O=C(C1c2ccccc2-c2ccccc21)N1CCC(c2ccncc2)CC1
-26 | O=C(C1CC(=O)N(c2ccccc2F)C1)N1CCC(O)(c2ccccn2)CC1 (stereo unspecified)
8 | Cc1cccc(NC(=O)CCN2CCC(C)CC2)c1
-14 | Cc1cc(C(=O)N2CCCC(c3noc(-c4ccccn4)n3)C2)on1 (stereo unspecified)
-46 | COc1ccc(NC(=O)CSc2nnc(-c3ccccc3O)n2-c2ccccc2OC)cc1
-18 | COc1ccc(S(=O)(=O)N2CCC(C(=O)NCc3ccco3)CC2)cc1C
12 | CCc1nnc(NC(=O)CN2CCN(c3ccc(C(C)=O)cc3)CC2)s1

Going on with the list:
EP2 mod | SMILES
47 | COC(=O)CSc1nc2sc3c(c2c(=O)n1C)CCCC3
7 | Cc1sc2nc(C3CCCCC3)nc(SCC(=O)N3CCOCC3)c2c1C
29 | C[N+]1(NCC[N@+]2(C)CCc3ccccc3C2)CCCCC1
-119 | COc1ccc(/C=C2/C(=O)NC(=O)N(Cc3ccco3)C2=O)cc1OC
-33 | CCn1c(SCC(=O)Nc2cccc(C)c2)nnc1C(C)C
-69 | Cn1ncc2c1CCc1sc(NC(=O)Cc3ccc(Cl)cc3Cl)nc1-2
-8&15 | C1CCN2C[C@@H]3C[C@H](CN4CCCC[C@@H]34)[C@H]2C1
7 | O=C(O)/C=C/C(=O)Nc1ccccn1
-26 | CC1CC(C(F)F)n2nc(C(=O)Nc3cc(Cl)ccc3C#N)nc2N1 (stereo unspecified)
-19 | CC1CCCC(C)N1C(=O)Cn1c(=O)n(Cc2ccco2)c2ncccc21 (stereo unspecified)
4 | COc1cc(NC(=O)CSc2nncn2N)cc(OC)c1
-3 | CCn1ncc(CN(Cc2ccc3c(c2)OCO3)CC2CCCO2)c1C (stereo unspecified)
-16 | O=S(=O)(NCc1ccccc1F)c1ccc(S(=O)(=O)N2CCOCC2)cc1
-15 | COc1cccc(CC(=O)N2CCCC(c3c(S(C)(=O)=O)cnc4ncnn34)C2)c1 (stereo unspecified)
14 | CC1(C)Cc2ccccc2C(COc2ccccc2)=N1
-1 | Cc1cc(-c2cnc(C)nc2C2CCN(C(=O)c3cnsc3)CC2)on1
-11 | COc1ccc(NC(=O)c2ccco2)cc1NC(=O)COc1ccc(Cl)cc1C
-25 | c1nc(N2CCCC2)c2c3c(sc2n1)CCC3
-12 | CC(NC(=O)C(C)c1ccccc1)c1nc2cccnc2n1C(C)C (stereo unspecified)
-2 | CCOc1ccccc1N(CC(=O)Nc1ccc2c(c1)OCCO2)S(=O)(=O)c1ccc(C)cc1
0 | COc1ccc(CCN(Cc2nc3ccccc3c(=O)[nH]2)C(=O)c2cccc(Cl)c2)cc1OC
8 | COc1ccc(S(=O)(=O)Nc2ccccc2C(=O)N2CCOCC2)cc1
-12 | Cc1ccc(OCCCC(=O)Nc2nc3ccc(S(C)(=O)=O)cc3s2)cc1
-21 | Cc1ncccc1-c1cc2cccnc2n1CCCNC(=O)Cc1ccc(F)cc1
-25 | NC(=O)C1CCN(C(=O)Cn2ncc3cccn3c2=O)CC1
1 | Cc1cc(C)c2cc(CN(Cc3ccco3)C(=O)Nc3cccc(Cl)c3)c(=O)[nH]c2c1
-39 | Cc1ccc2cc(CN(Cc3ccccc3)C(=S)NCC3CCCO3)c(=O)[nH]c2c1C (stereo unspecified)
3 | COc1ccccc1NC(=O)C1CCCN1C(=O)Oc1ccccc1 (stereo unspecified)
0 | CCCOc1cccc(-c2nc3cc(Cl)ccc3c(=O)o2)c1
-60 | CC(C)C(OC(=O)C1=Cc2ccccc2OC1)C(=O)NCC1CCCO1 (stereo unspecified)
-51 | CCC(NC(=O)c1cc(-c2cnn(C)c2)n[nH]1)c1ccc(F)cc1 (stereo unspecified)
8 | CCc1nn(CC(=O)NC2CCCCC2C)c(=O)c2cc3occc3n12 (stereo unspecified)
-85 | O=C(CSc1nnnn1Cc1ccc2c(c1)OCO2)Nc1cccc(F)c1
-81 | Cc1ccc(NC(=S)N(CCCO)Cc2cc3cc(C)cc(C)c3[nH]c2=O)cc1
-11 | COCC(=O)NC(c1ccc(OC)c(OC)c1)c1nccn1C (stereo unspecified)
-16 | COc1cc(C)c(CNC(=O)Cc2c(C)nc3nc(C)[nH]n3c2=O)cc1C(C)C
-5 | C/C(=N\S(=O)(=O)c1ccc(Cl)c(Cl)c1)OCC(C)(C)C
